Pemphigus Ab inh: human desmoglein-3 autoantibody binding inhibition. DSG3-coupled beads, scFv-anti-DSG3-GFP binding, flow cytometry; hits give low values. binding (percent of control), % at 10 µM. 310,000 tested, 0.48% active;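 active means binding more than 3 SD below its plate's average and above zero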;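 further: hits lower antibody fragment binding to DSG3; some compounds called inactive have numbers as strong as hits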
Target sequence (P32926 whole entry, looked up, the tested form may be a part): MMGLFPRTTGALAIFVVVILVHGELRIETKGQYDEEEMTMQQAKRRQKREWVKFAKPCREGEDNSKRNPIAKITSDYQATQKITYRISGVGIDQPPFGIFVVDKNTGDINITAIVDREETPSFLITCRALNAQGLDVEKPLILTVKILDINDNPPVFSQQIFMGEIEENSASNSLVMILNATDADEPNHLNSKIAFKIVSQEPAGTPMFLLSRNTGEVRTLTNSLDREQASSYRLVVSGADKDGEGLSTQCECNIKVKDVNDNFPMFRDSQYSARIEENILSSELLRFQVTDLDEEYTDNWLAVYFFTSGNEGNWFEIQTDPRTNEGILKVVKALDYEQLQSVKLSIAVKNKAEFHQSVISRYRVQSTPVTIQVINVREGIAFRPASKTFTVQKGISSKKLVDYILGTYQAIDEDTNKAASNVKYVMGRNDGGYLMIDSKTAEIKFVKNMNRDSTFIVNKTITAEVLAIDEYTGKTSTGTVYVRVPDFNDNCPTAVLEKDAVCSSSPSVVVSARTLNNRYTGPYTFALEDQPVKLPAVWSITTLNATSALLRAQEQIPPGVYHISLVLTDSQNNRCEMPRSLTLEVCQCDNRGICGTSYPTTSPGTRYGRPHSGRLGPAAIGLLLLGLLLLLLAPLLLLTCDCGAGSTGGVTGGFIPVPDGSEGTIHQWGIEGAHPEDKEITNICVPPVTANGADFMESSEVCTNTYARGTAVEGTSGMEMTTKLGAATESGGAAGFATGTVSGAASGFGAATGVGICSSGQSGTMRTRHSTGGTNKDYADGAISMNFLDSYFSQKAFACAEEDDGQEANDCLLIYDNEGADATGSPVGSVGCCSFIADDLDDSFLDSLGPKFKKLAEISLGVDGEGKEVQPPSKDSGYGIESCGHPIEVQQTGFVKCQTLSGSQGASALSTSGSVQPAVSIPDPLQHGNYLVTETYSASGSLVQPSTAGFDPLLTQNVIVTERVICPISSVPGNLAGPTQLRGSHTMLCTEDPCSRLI
OPRM1-OPRD1 ag: OPRM1-OPRD1 heterodimerization agonism. cells, luminescence. P35372+P41143. activation, % at 9.3 µM. 340,000 tested, 0.3% active. AID 504326; in the data active means activation above about 18%;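 further: 0% = vehicle-treated cells and 100% = reference agonist; values of inactives mirror those of a sister screen read the other way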
Tat transport: E. coli Tat transport inhibition. E. coli MC4100 TorA-mCherry Tat export, fluorescence. inhibition, % at 10 µM. 340,000 tested, 0.036% active. AID 488895;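 active means mean replicate inhibition at least 50% and at least half of replicates individually reaching 50%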;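 further: exported cargo escapes ClpAP degradation while cytoplasmic cargo is degraded and loses fluorescence; 0% = median of neutral control wells and 100% = median of NaSCN control wells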
PKA-R1A act: PKA-R1A complex activation. PKA-R1A dissociation, Cy5-IP20 fluorescence polarization; scaled: DMSO 0%, 113 µM cGMP 100%. activation, % at 11.4 µM. 340,000 tested, 0.083% active. AID 504707;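 active means percent activation above the mean of all tested compounds plus 3 SD, cut at about 19% in these data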;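 further: higher means more PKAc released from R1A so a rise in polarization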
Arr AP2 block: inhibitors of human beta-arrestin and AP2 interaction. AID 504490. FITC-arrestin peptide / GST-AP2 beads, flow cytometry; AP2 beta2 appendage carries R879A mutation. inhibition, % at 10 µM. 340,000 tested, 0.31% active;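 active means inhibition above a set limit, near 3 SD of compounds lacking own fluorescence, cut at about 54% in these data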;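 further: plate controls were DMSO wells for no effect and 5 µM unlabelled arrestin peptide for full effect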
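Material – AP2 appendage R879A on GSH beads · Buffer or medium – PBS with 0.05% Tween 20 and 0.1% BSA · Probe or stimulus – fluorescein-tagged arrestin peptide at 50 nM final · Incubation – compound with beads 12 min RT, then probe 1 h RT · Detection – high-throughput flow cytometry of beads, ex 488, em 535 nm · Evaluation – percent response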
PfHsp90 yeast 2: inhibits growth of yeast expressing Plasmodium falciparum Hsp90. 310,000 tested, 0.32% active. S. cerevisiae expressing PfHsp90, BacTiter-Glo ATP, 48 h; yeast lacking PDR1 and PDR3 efflux regulators. AID 504621. inhibition, % at 9.4 µM;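 active means every replicate shows inhibition above about 80%, whatever the replicate mean, limit read from the data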;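 further: 0% = DMSO neutral controls and 100% = 20 µM radicicol positive controls; yeast relying on Plasmodium falciparum Hsp90 in place of its own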
E coli growth: counter-screen for AddAB inhibitors: E. coli growth inhibition; E. coli V3065 growth, OD600 absorbance, 18 h; 330,000 tested, 0.27% active; inhibition, % at 11.9 µM; AID 449728;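 active means inhibition above the campaign's mean inhibition across all tested compounds plus 3 SD, cut at about 9.9% in these data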;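 further: uninfected addAB+ strain grown without phage in ampicillin broth; 0% = DMSO wells and 100% = ciprofloxacin 0.95 µg/ml wells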
MOR-DOR inv ag: inverse agonists of human mu-delta opioid receptor heterodimerization; AID 504357; 340,000 tested, 0.21% active; P35372+P41143; cell-based MOR-DOR heterodimer luminescence, inverse agonism; inhibition, % at 9.3 µM; in the data active means inhibition above about 22%, passing the limit was not always enough;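 further: 0% = cells with DMSO and 100% = wells without cells with DMSO; values of inactives mirror those of a sister screen read the other way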
AddAB inh: less growth of phage-infected E. coli with AddAB; E. coli expressing H. pylori AddAB, absorbance growth; inhibition, % at 11.9 µM; 330,000 tested, 0.29% active; in the data active means inhibition above about 12%;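 further: 0% = vehicle wells of infected cells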
Mot1-301 SUMO: SUMOylation pathway inhibition by Mot1-301 growth rescue. S. cerevisiae Mot1-301 growth rescue, ATP luminescence, 38.5C; percent above DMSO median, 100 means doubled. 320,000 tested, 1% active. growth rescue, % at 18.8 µM. AID 2716;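 active means every valid replicate shows activation above 250% relative to neutral control wells; inactive means the rest, any valid replicate at or below 250%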;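 further: OY570 slx delta 5 strain wells were the positive control but not used for scaling; some compounds called inactive have numbers as strong as hits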
phage Ecoli inh: E. coli growth loss with phage present; growth absorbance; inhibition, % at 11.9 µM; 360,000 tested, 0.26% active; in the data active means inhibition above about 11%
Numbers without * were called inactive; x = no result given. The order is random; about 2.8% have a hit in one of these screens.

1) COc1ccc(CCNC(=O)CC(c2ccccc2)c2cc(C)ccc2O)cc1OC (centres undefined)
2) COc1ccc(-n2ncc3c(N4CCc5ccccc54)ncnc32)cc1
3) CC12CCC(O)CC1=CCC1C2CCC2(C)C3=NN=CC3CC12 (centres undefined)
4) Cc1ccccc1OCC1Cn2c(nc3c2c(=O)[nH]c(=O)n3C)O1 (centres undefined)
5) O=C(CN1C(=O)NC2(CCc3ccccc32)C1=O)c1c[nH]c2ccccc12 (centres undefined)
6) Cc1c(NC(=O)c2cccnc2C(=O)O)cccc1C(=O)O

Screen / compound no.,1,2,3,4,5,6
Pemphigus Ab inh,98,94,109,x,99,106
OPRM1-OPRD1 ag,0.3,-0.5,1.0,-1.9,-0.1,0.6
Tat transport,-8,-4,13,0,2,-1
PKA-R1A act,-5,-12,3,-11,6,-9
Arr AP2 block,4,-3,17,-8,22,0
PfHsp90 yeast 2,-4,12,-112,x,1,-9
E coli growth,-0.3,-0.4,x,2.0,-0.2,-0.7
MOR-DOR inv ag,-2,3,-5,10,1,-3
AddAB inh,3.4,0.0,x,2.6,0.4,1.9
Mot1-301 SUMO,93,-3,x,106,-9,-6
phage Ecoli inh,x,2.8,2.1,2.5,4.5,0.5

Complete entries as entered above. Values in the order: Pemphigus Ab inh, OPRM1-OPRD1 ag, Tat transport, PKA-R1A act, Arr AP2 block, PfHsp90 yeast 2, E coli growth, MOR-DOR inv ag, AddAB inh, Mot1-301 SUMO, phage Ecoli inh
COc1ccc(CCNC(=O)CC(c2ccccc2)c2cc(C)ccc2O)cc1OC (centres undefined) in the list: 98, 0.3, -8, -5, 4, -4, -0.3, -2, 3.4, 93, x
CC12CCC(O)CC1=CCC1C2CCC2(C)C3=NN=CC3CC12 (centres undefined) in the list: 109, 1.0, 13, 3, 17, -112, x, -5, x, x, 2.1

Next entries.
7) CC(=O)N(c1ccccc1)c1nc(/C=C/C(=O)Nc2c(C)cc(C)cc2C)cs1
8) COC(=O)c1sccc1NC(=O)C1CC1
9) Cc1nnc(N(Cc2ccco2)C(=O)c2ccno2)s1
10) COc1ccc(CC(=O)NCc2nc(-c3ccccc3)no2)cc1
11) Cc1cccc(N=C(NO)c2nonc2N)c1
12) COc1ccc(C2c3ccc(O)cc3Oc3ncn4nc(-c5ccccn5)nc4c32)cc1OC (centres undefined)

Screen / compound no.,7,8,9,10,11,12
Pemphigus Ab inh,105,111,98,111,102,96
OPRM1-OPRD1 ag,14,-3.5,-2.8,1.1,-1.7,-2.7
Tat transport,-6,6,-6,6,2,5
PKA-R1A act,11,7,0,-14,-4,-5
Arr AP2 block,-5,14,-1,17,14,-3
PfHsp90 yeast 2,6,-2,11,x,3,16
E coli growth,0.1,-2.3,-3.3,-0.8,-0.7,-0.6
MOR-DOR inv ag,-72,19,16,-5,8,14
AddAB inh,1.2,-0.9,-0.4,1.6,3.1,0.1
Mot1-301 SUMO,1,-9,114,-5,-10,3
phage Ecoli inh,1.6,0.3,1.3,3.0,3.1,2.8

Of the compounds above, 2 have an NH in an aromatic ring.
4) Cc1ccccc1OCC1Cn2c(nc3c2c(=O)[nH]c(=O)n3C)O1 (centres undefined)
5) O=C(CN1C(=O)NC2(CCc3ccccc32)C1=O)c1c[nH]c2ccccc12 (centres undefined)

Screen / compound no.,4,5
Pemphigus Ab inh,x,99
OPRM1-OPRD1 ag,-1.9,-0.1
Tat transport,0,2
PKA-R1A act,-11,6
Arr AP2 block,-8,22
PfHsp90 yeast 2,x,1
E coli growth,2.0,-0.2
MOR-DOR inv ag,10,1
AddAB inh,2.6,0.4
Mot1-301 SUMO,106,-9
phage Ecoli inh,2.5,4.5

The results go on.
13) C=CCOc1ccc(/C=N/NC(=O)C(=O)N2CCCCCC2)cc1OC
14) O=C(COc1ccc(Cl)cc1[N+](=O)[O-])N/N=C/c1cccs1
15) CC1CCC(NC(=O)c2cccc(S(=O)(=O)N3CCN(c4ccc(F)cc4)CC3)c2)CC1 (centres undefined)
16) Cc1ccc(-n2c(=O)c3ccc(C(=O)NCc4ccco4)cc3n(Cc3ccccc3C#N)c2=O)cc1
17) CCCCCC(O)(c1ccc(OCC)cc1)C(CN1CCOCC1)c1ccccc1 (centres undefined)
18) CCN(CC)S(=O)(=O)c1ccc(C(=O)OCC(=O)c2ccc3c(c2)NC(=O)CO3)cc1

Screen / compound no.,13,14,15,16,17,18
Pemphigus Ab inh,110,104,100,99,100,82
OPRM1-OPRD1 ag,-2.2,-1.5,0.8,-6.7,4.1,1.5
Tat transport,3,-1,-3,-6,16,15
PKA-R1A act,-7,1,-9,1,-19,-12
Arr AP2 block,8,38,0,-6,-20,9
PfHsp90 yeast 2,-11,1,x,-10,-23,x
E coli growth,-1.4,0.3,-1.1,-1.0,-1.8,-0.1
MOR-DOR inv ag,12,8,-5,35*,-20,-9
AddAB inh,2.6,3.6,-0.5,-2.9,-2.2,-0.2
Mot1-301 SUMO,5,-10,-15,6,57,505
phage Ecoli inh,3.0,1.9,1.9,1.3,-3.0,3.4

19) Clc1ccc(-c2nnc3ccccn23)cc1
20) CCCCC(C(=O)O)C(C)CC(=O)Nc1nccs1 (centres undefined)
21) COc1ccc(NC(=S)N2CCCCCC2)cc1OC
22) CCOc1ccc(NC(=O)CN(C)C(=O)c2cccnc2SC)cc1OCC
23) O=C1[C@@H]2Cc3c([nH]c4ccccc34)C(c3cccc([N+](=O)[O-])c3)N2C(=O)CN1CCCO (some centres undefined)
24) Cn1c(=O)c2c(nc(NCc3cccnc3)n2Cc2ccccc2Cl)n(C)c1=O

Screen / compound no.,19,20,21,22,23,24
Pemphigus Ab inh,117,99,101,104,96,81
OPRM1-OPRD1 ag,-1.4,-2.6,-0.6,-1.7,-7.6,-1.3
Tat transport,-2,-4,-16,-3,2,2
PKA-R1A act,18,-6,0,9,-1,12
Arr AP2 block,10,35,-2,-6,-4,24
PfHsp90 yeast 2,1,15,14,-16,-6,11
E coli growth,-0.4,3.0,4.3,-3.3,1.7,0.1
MOR-DOR inv ag,6,13,3,11,34,8
AddAB inh,2.6,-1.4,2.5,3.9,-0.3,-2.2
Mot1-301 SUMO,-16,293,8,-12,-8,-4
phage Ecoli inh,-0.3,2.1,4.4,1.6,1.0,4.6

25) CCOC(=O)/C=c1\s/c(=C\c2ccc3cc(OC)ccc3c2)c(=O)n1CC(=O)NCC1CCCO1 (centres undefined)
26) C#CCOc1ccc(Cl)cc1/C=C1/C(=O)ON=C1C
27) COc1ccccc1-c1nn(Cc2ccccc2)cc1/C=C/C(=O)O
28) CCOc1ccc2nc(SCC(=O)N(CCOC)c3c(N)n(Cc4ccccc4)c(=O)[nH]c3=O)[nH]c2c1
29) O=C(CCCN1C(=O)/C(=C\c2cccs2)SC1=S)Nc1cccnc1
30) COC(=O)CSC1=C(C#N)C(c2ccc(C)o2)CC(=O)N1 (centres undefined)

Screen / compound no.,25,26,27,28,29,30
Pemphigus Ab inh,98,100,97,100,96,96
OPRM1-OPRD1 ag,-2.0,-1.8,-0.1,-0.9,0.0,-2.4
Tat transport,7,-5,4,-7,-2,0
PKA-R1A act,-3,1,2,-7,-13,-14
Arr AP2 block,19,42,-12,-3,-7,23
PfHsp90 yeast 2,1,7,16,x,-3,13
E coli growth,-3.4,-3.4,0.0,3.4,-1.0,-1.4
MOR-DOR inv ag,10,8,1,6,0,12
AddAB inh,3.2,0.0,1.6,-1.0,0.1,2.3
Mot1-301 SUMO,123,-8,-16,12,-1,-6
phage Ecoli inh,1.0,0.3,0.8,3.2,3.2,3.0

31) CCOC(=O)N1CCC(=NNS(=O)(=O)c2cccc([N+](=O)[O-])c2)CC1
32) CN1C(=O)C(=O)/C(=C(/O)c2ccccc2)C1c1ccccc1 (centres undefined)
33) CC(C)(CO)NCc1cccs1
34) Nc1cc(OC(=O)c2ccccc2Br)nn1S(=O)(=O)c1ccccc1
35) CC(C)CCNC(=O)CC1C(=O)N(Cc2ccccc2)C(C)c2nc3ccccc3n21 (centres undefined)
36) Cn1cc(S(=O)(=O)NC[C@H]2O[C@@H](n3ccc(=O)[nH]c3=O)[C@H](O)[C@@H]2O)cn1

Screen / compound no.,31,32,33,34,35,36
Pemphigus Ab inh,98,111,88,105,x,98
OPRM1-OPRD1 ag,-0.1,-2.7,2.8,-2.1,x,-0.4
Tat transport,-4,-1,2,-14,1,-3
PKA-R1A act,-4,4,-13,5,-16,0
Arr AP2 block,-4,11,-7,7,1,27
PfHsp90 yeast 2,x,16,15,-23,x,-6
E coli growth,0.8,-2.1,-0.8,-0.5,1.1,x
MOR-DOR inv ag,1,13,-17,12,x,2
AddAB inh,0.6,4.0,3.1,-2.5,1.9,x
Mot1-301 SUMO,-27,7,-10,210,0,x
phage Ecoli inh,1.3,1.1,2.5,1.9,1.8,5.2

37) CC(C)NCC#CCOc1ccc(Cl)cc1
38) CC(C)(C)NS(=O)(=O)c1ccc(/C=C/C(=O)O)cc1
39) CN1C(=O)CC(Nc2cccc3cccc(N)c23)C1=O (centres undefined)
40) O=C1Nc2cc(C(=O)NCCCN3CCCC3)ccc2S/C1=C/c1ccccc1F
41) CCOc1cc(C=O)cc(Br)c1OCC(N)=O

Screen / compound no.,37,38,39,40,41
Pemphigus Ab inh,100,89,119,110,84
OPRM1-OPRD1 ag,-1.3,-2.4,6.7,-2.8,-1.0
Tat transport,2,-2,0,4,-8
PKA-R1A act,-7,1,-8,-7,1
Arr AP2 block,5,14,26,23,-6
PfHsp90 yeast 2,-10,-5,x,-4,x
E coli growth,0.2,-0.3,-0.3,-0.7,-2.5
MOR-DOR inv ag,6,12,-35,15,7
AddAB inh,1.2,-1.3,2.1,2.4,-0.5
Mot1-301 SUMO,-4,16,0,-15,-13
phage Ecoli inh,3.1,2.8,x,3.3,4.0

Source: PubChem BioAssay (several laboratories)
